Compound activity as filed in PubChem.
D2 ag – agonists of human D2 dopamine receptor | activation, % at 2 µM | AID 485358 | actives 0.53% (n = 340,000) | HEK293 T-REx D2 cells, calcium flux agonist mode;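 active means activation over 3 SD above normal in the single-dose calcium agonist read, cut at about 30% in these data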; further: 0% is about no effect
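Tetracycline-induced HEK293 Trex cells with D2 receptor force-coupled to calcium signaling, plated overnight at 30 C and loaded with no-wash calcium dye. Calcium flux read kinetically for 180 s after compound addition; responses flag agonists.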
IDH1 R132H inh – inhibitors of human mutant IDH1 R132H; O75874; IDH1-R132H enzyme, NADPH consumption, diaphorase/resazurin fluorescence; Potency, µM (top dose mostly 76.6 µM), for the others: at the top dose activity change, negative = inhibition, actives largely listed as inhibitors; actives 0.093% (n = 390,000); AID 602179; further: potency means the concentration at half of the fitted maximal effect; on the % scale 0 is the no-effect control and ±100 the full control effect; nearly all actives have a fitted effect of over 65% in size
Target sequence (O75874 whole entry R132H, stated change not applied): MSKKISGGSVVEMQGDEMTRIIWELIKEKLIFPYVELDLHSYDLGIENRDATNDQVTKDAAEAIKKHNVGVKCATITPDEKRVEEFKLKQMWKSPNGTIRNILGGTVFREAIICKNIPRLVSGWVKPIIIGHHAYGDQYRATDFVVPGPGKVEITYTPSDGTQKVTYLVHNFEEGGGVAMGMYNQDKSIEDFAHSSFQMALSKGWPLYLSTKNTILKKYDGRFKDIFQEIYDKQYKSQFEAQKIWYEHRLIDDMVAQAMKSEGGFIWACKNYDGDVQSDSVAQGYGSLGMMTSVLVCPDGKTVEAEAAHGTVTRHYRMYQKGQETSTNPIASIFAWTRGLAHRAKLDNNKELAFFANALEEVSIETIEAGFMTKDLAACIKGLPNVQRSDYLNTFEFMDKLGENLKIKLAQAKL
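IDH1-R132H (0.5 ug/mL dispensed) in pH 7.5 Tris buffer was preincubated 30 min with compound, then given a substrate mix of 0.016 mM NADPH and 2 mM alpha-KG for 80 min at room temperature; remaining NADPH was read by diaphorase/resazurin fluorescence.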
TrxR1 substrate – substrates of rat thioredoxin reductase 1 | O89049 | purified TrxR1 substrate turnover, NADPH consumption readout | Potency, µM (titrated, usually from 114 µM), for inactives: top-dose activity change, negative = substrate turnover | actives 0.01% (n = 390,000); further: potency means the concentration at half of the fitted maximal effect; on the % scale 0 is the no-effect control and ±100 the full control effect; nearly all actives have a fitted effect of over 50% in size
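Rat TrxR1, dispensed at 90 nM, was prereduced with 400 uM NADPH (final) for 5 min at ~22 deg C, then incubated with compound 15 min before 400 uM selenite. A first-read NADPH fluorescence drop versus no-compound background flagged substrates.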
TRHR agonist – TRH receptor (human) agonism; P34981; TRHR cells, calcium flux fluo-8, FDSS agonist mode; activation, % at 2 µM; actives 0.18% (n = 360,000); in the data active means activation above about 30%; further: 0% is about no effect
Target sequence (P34981 whole entry, looked up): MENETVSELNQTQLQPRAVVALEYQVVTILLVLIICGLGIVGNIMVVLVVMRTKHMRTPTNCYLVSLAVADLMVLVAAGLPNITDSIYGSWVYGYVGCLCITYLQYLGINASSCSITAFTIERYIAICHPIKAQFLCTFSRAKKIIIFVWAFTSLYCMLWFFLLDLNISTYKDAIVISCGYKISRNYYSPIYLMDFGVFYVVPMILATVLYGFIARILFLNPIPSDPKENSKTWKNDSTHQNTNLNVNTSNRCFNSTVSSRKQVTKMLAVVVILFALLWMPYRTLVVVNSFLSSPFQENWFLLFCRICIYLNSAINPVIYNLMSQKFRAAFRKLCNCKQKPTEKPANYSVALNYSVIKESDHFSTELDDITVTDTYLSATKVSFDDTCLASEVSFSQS
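TRHR-expressing cells loaded with fluo-8 calcium dye; 23 nL library compound pin-transferred, kinetic FDSS fluorescence (Ex 480/Em 530) recorded about 180 s for agonist-induced calcium release, before a 10 nM TRH EC20 addition for potentiator mode.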
PI4K2A block – PI4K2A (human) kinase inhibition; purified PI4K2A, ADP-Glo luminescence, 1 h; active compounds read low; activity change, negative = inhibition, % at 76.9 µM; actives 0.13% (n = 420,000); in the data active means activity change below about -50%; inconclusive means mostly about -30% to -49%;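 further: -100% = wells without enzyme as full effect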
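Compounds are screened against recombinant PI4K2A using PI as substrate and ATP, the latter dispensed at 300 microM. Reactions run one hour at ambient temperature before ADP-Glo detection; full inhibition defined by wells lacking enzyme.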
TRHR PAM – TRH receptor (human) allosteric enhancement; AID 493056; actives 0.66% (n = 360,000); enhancement, % at 2 µM; TRHR cells, fluo-8 calcium fluorescence, EC20 TRH enhancement; P34981; in the data active means enhancement above about 30%; further: 0% is about no effect
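TRHR-expressing cells loaded with fluo-8 calcium dye were read kinetically (ex 480/em 530) during compound addition, then stimulated with an EC20 of TRH (10 nM final). Enhancement of the Gq-mediated intracellular calcium response was scored.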
USP1 inh – blocks the human USP1/UAF1 deubiquitinase complex. Potency, µM (series often up to 57.1 µM), for the others: top-dose activity change, negative = inhibition, actives largely listed as inhibitors. actives 0.23% (n = 390,000). AID 743255. recombinant USP1/UAF1, Ub-Rhodamine cleavage fluorescence. O94782; further: potency means the concentration at half of the fitted maximal effect; on the % scale 0 is the no-effect control and ±100 the full control effect; nearly all actives have a fitted effect of over 60% in size; inactives centre near -12
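USP1/UAF1 complex at 1 nM was preincubated with compound for 15 min at room temperature, then Ub-Rho substrate (150nM final) was added. Fluorescence (480/540 nm) was read kinetically, 6 reads every 60 seconds.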
rTrxR1 inhibitor – inhibitors of rat thioredoxin reductase 1; recombinant rTrxR1, NADPH fluorescence consumption, selenite substrate; actives 1% (n = 390,000); Potency, µM (titrated, usually from 114 µM), for inactives: at the highest dose activity change, negative = inhibition, hits mostly inhibitors; further: potency means the concentration at half of the fitted maximal effect; on the % scale 0 is the no-effect control and ±100 the full control effect; nearly all actives have a fitted effect of over 65% in size
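Rat TrxR1 (90 nM in the dispensed reagent) was pre-reduced with 400 uM NADPH for 5 min at room temperature, then incubated with compound for 15 min. After 400 uM selenite was added, NADPH fluorescence (Ex 340/Em 450 nm) was followed for 8 min.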
D2 antag – antagonizes the human D2 dopamine receptor; HEK293 TREx D2 cells, calcium flux, dopamine EC80; P14416; actives 2% (n = 340,000); inhibition, % at 10 µM; in the data active means inhibition above about 30%; further: 0% is about no effect
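Dopamine at EC80 is the agonist stimulus; test compounds precede it by 180 s. Calcium flux read kinetically in a force-coupled, inducible HEK293 T-REx D2 cell line.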
Numbers without * were called inactive; ? = inconclusive; / = no result given; & = joins results of further samples; [ ] = remark or other dose. Unless noted, the call rests on the fitted dose curve; in most records, active means well fitted inhibition curve with a large enough effect; inconclusive means small, poorly fitted or top-dose-only effect; inactive means no such curve, though single readings can be large or run the other way.

The opening 5 entries, ahead of the listing:
SMILES	D2 ag	IDH1 R132H inh	TrxR1 substrate	TRHR agonist	PI4K2A block	TRHR PAM	USP1 inh	rTrxR1 inhibitor	D2 antag
CCOC(=O)C1(Cc2cccc(Cl)c2)CCCN(C(=O)CCC(=O)N(C)C)C1 (stereo unspecified)	-0.5	4%	-1%	0.4	2	-5	3%	17%	-6
CCCC1=NN2C(=N)/C(=C\c3ccc(OCCOc4ccc(NC(C)=O)cc4)c(OC)c3)C(=O)N=C2S1	-0.6	2%	8%[57.1 µM]	0.8	-15	31*	-9%	-2%[57.1 µM]	-18
Nc1c(Cl)cc(C2=NCCn3c2c2ccc(C(F)(F)F)cc2[n+]3[O-])cc1Cl	-0.5	-6%	1%	-0.3	-1	6	-10%	6%	-3
CC(NC(=O)C(=O)N1CCCCC1)C(c1cccs1)N1CCN(c2ccccc2)CC1 (stereo unspecified)	4.8	6%	2%	-1.1	4	4	-21%	22%	-3
Cn1cccc1C(=O)OCC(=O)NCCc1ccccc1	/	-6%	1%	/	-1	/	-2%	6%	/

All compounds of this part, previewed entries included:
SMILES	D2 ag	IDH1 R132H inh	TrxR1 substrate	TRHR agonist	PI4K2A block	TRHR PAM	USP1 inh	rTrxR1 inhibitor	D2 antag
CCOC(=O)C1(Cc2cccc(Cl)c2)CCCN(C(=O)CCC(=O)N(C)C)C1 (stereo unspecified)	-0.5	4%	-1%	0.4	2	-5	3%	17%	-6
CCCC1=NN2C(=N)/C(=C\c3ccc(OCCOc4ccc(NC(C)=O)cc4)c(OC)c3)C(=O)N=C2S1	-0.6	2%	8%[57.1 µM]	0.8	-15	31*	-9%	-2%[57.1 µM]	-18
Nc1c(Cl)cc(C2=NCCn3c2c2ccc(C(F)(F)F)cc2[n+]3[O-])cc1Cl	-0.5	-6%	1%	-0.3	-1	6	-10%	6%	-3
CC(NC(=O)C(=O)N1CCCCC1)C(c1cccs1)N1CCN(c2ccccc2)CC1 (stereo unspecified)	4.8	6%	2%	-1.1	4	4	-21%	22%	-3
Cn1cccc1C(=O)OCC(=O)NCCc1ccccc1	/	-6%	1%	/	-1	/	-2%	6%	/
CN=C(Nc1cccc(S(=O)(=O)N2CCOCC2)c1)c1ccccc1	/	-5%	3%	/	2	/	-7%	19%	/
CC(C)OC(=O)c1sc2nc3c(cc2c1N)C(=O)CCC3	-0.3	4%	-2%	0.0	1	2	-5%	2%	-3
COc1ccc(/C=N/NC(=O)c2cc(C)oc2C)cc1OC	1.0	0%	-7%	0.4	3	-7	-25%	-3%	-15
CCCCOC(=O)CCn1c(=S)oc2ccccc21	1.1	2%	-5%	-0.1	-1	4	-14%	1%	-4
c1ccc(SCc2cc(-c3ccccc3)no2)cc1	-1.1	3%	19%[57.1 µM]	-0.6	-1	2	-17%	20%[57.1 µM]	-15
COC(=O)C1=C(C)NC(=O)NC1c1cccc(OC)c1OCc1ccccc1 (stereo unspecified)	-0.2	0%	-2%[57.1 µM]	0.3	-4	6	-9%	7%[57.1 µM]	15
C[C@H](N)c1nnc(SCc2ccc(Cl)cc2Cl)o1	-0.3	0%	-1%	-1.9	4	0	-7%	6%	8
O=C(COC(=O)CNC(=O)c1ccccc1F)NC1CC1	/	2%	0%	/	7	/	-2%	7%	/
N#CC1=C(N)Oc2n[nH]c(-c3ccccc3)c2C1c1ccsc1 (stereo unspecified)	-0.2	12%	-1%	-0.6	-3	2	-18%	-24%	10
CC(C)CCC(C(=O)O)C(C)CC(=O)NC1CCCCC1 (stereo unspecified)	0.5	1%	7%[57.1 µM]	0.2	1	11	-8%	21%[57.1 µM]	-11
CCOc1ccc(Sc2cc(C(=O)NCc3ccccc3Cl)c3ccccc3n2)cc1	-0.3	-17%	1%[57.1 µM]	1.4	-2	11	12%	21%[57.1 µM]	/
CCN(Cc1ccccc1)S(=O)(=O)c1cc(C(=O)OC)n(C)c1	1.4	13%	3%	-0.4	-3	-7	-12%	0%	0
CCN1CCN(CCCNC(=O)c2cnn(-c3ccc(C)cc3)c2C2CCN(C(=O)OC(C)(C)C)CC2)CC1	0.8	21%	1%	0.9	2	-3	-10%	17%	/
CCCOc1ccc([N+](=O)[O-])cc1C1NC(=S)NC(c2ccccc2)=C1C(=O)OCC (stereo unspecified)	-0.3	1%	-8%	1.2	-9	-2	-19%	-7%	-4
O=C(COC(=O)c1cccc(O)c1)Nc1nnc(-c2ccccc2)o1	0.8	-2%	9%	0.0	-2	-1	-22%	22%	0
CCOC(=O)c1[nH]c2ccccc2c1NC(=S)Nc1ccccc1C	4.9	-2%	1%	-0.1	4	-3	-2%	-24%	20
Cn1cc(/C=C2\SC(=S)N(NC(=O)c3ccccc3)C2=O)c2ccccc21	/	12%	0%[57.1 µM]	23	-4	0	53%[activator]	2%[57.1 µM]	/
CCOC(=O)c1c(CC(C)C)csc1N	-0.8	3%	-10%	-0.7	1	-3	-17%	13%	24
CCCCN1C(=O)C2Cc3c([nH]c4ccccc34)CN2C1=S (stereo unspecified)	1.0	-12%	10%	5.8	1	-4	25µM*	-13%[57.1 µM]	5
COC(=O)/C(=C/c1ccc(OC)cc1)NC(=O)c1ccco1	0.5	-1%	-10%	-0.2	2	-4	2%	-19%	8
CCOc1cc(/C=N\NC(=O)c2ccc(C)nc2)ccc1OC(=O)c1ccc(F)cc1	-0.2	2%	-1%[57.1 µM]	-0.7	-4	-3	-21%	0%[57.1 µM]	5
CCN(CC)C(=O)C1CCCN(c2ncnc3c2nc2n3CCCCC2)C1 (stereo unspecified)	/	0%	-5%	-0.4	2	7	-1%	7%	/
CC(=O)SC1CC(=O)N(c2ccc(C(C)(C)C)cc2)C1=O (stereo unspecified)	0.5	?	12%[57.1 µM]	0.1	14	5	-19%	19%[57.1 µM]	10
Cc1cc(-c2ccc(C)c(S(=O)(=O)Nc3ccc(S(N)(=O)=O)cc3)c2)on1	0.4	4%	3%	-0.1	-2	-1	-24%	10%	-11
CCOc1cc(/C=N/NC(=O)C2CC2)ccc1OC(C)C	-0.6	-11%	-3%	-0.4	-3	-8	-14%	16%	-4
CC(NC(=O)CSc1nnc(-c2cccc(S(=O)(=O)N3CCCCC3)c2)o1)C12CC3CC(CC(C3)C1)C2 (stereo unspecified)	/	1%	-1%	0.5	-20	4	-21%	5%	/
C#CCn1cc(Cl)cc(C(=O)Nc2ccccc2)c1=O	0.9	1%	6%[57.1 µM]	1.0	-1	1	1%	15%[57.1 µM]	6
CC(=O)Nc1ccc(CC#N)cc1	0.2	-19%	3%	0.8	10	19	-16%	18%	-11
Cc1ccc(C(C)C)c(OCCn2cc(C(=O)c3ccco3)c3ccccc32)c1	/	-14%	1%	1.5	2	-3	-27%	39%[activator]	/
COCCN(CCOC)CC(O)COC(c1ccccc1)c1ccccc1 (stereo unspecified)	/	-3%	15%	0.7	0	1	-18%	12%[57.1 µM]	/
O=C(COc1cccnc1[N+](=O)[O-])NC1CCS(=O)(=O)C1 (stereo unspecified)	/	11%	-11%	0.1	-4	1	-18%	-6%	/
O=C(NNC(=O)C1CCCCC1)c1ccncc1	0.6	-5%	6%	-0.3	-3	10	-5%	16%	3
O=C(Cn1cccc1C(=O)c1ccccc1)NCc1ccc(Cl)cc1	-0.4&0.4	-3%	-4%&7%	0.2&-1.8	1&0	-8&-1	-16%&-20%	26%&29%	1
CN(C)c1ccc(CNC(=O)CN2C(=O)COc3ccc(S(=O)(=O)N4CCCC4)cc32)cc1	-0.7	0%	7%[57.1 µM]	0.1	-1	-18	-24%	28%[57.1 µM]	2
O=C(NCc1cccc(Cl)c1)C(=O)Nc1ccc2nc3n(c(=O)c2c1)CCCCC3	/	8%	57%[activator]	-2.0	1	5	-14%	28%	/
COc1ccc(C)cc1NC(=O)CSc1nc(=O)n(Cc2ccco2)c2c1CCC2	1.6	11%	-2%[57.1 µM]	-0.3	-14	1	?	?	/
O=C(NCC1OCCCN1S(=O)(=O)c1ccc(F)cc1)C(=O)NC1CCCC1 (stereo unspecified)	0.8	11%	-4%	-0.8	-1	1	-9%	1%	14
CCOC(=O)NC(C(Cl)(Cl)Cl)S(=O)(=O)c1ccccc1 (stereo unspecified)	1.2	8%	-10%[57.1 µM]	-1.4	-2	3	-17%	-16%[57.1 µM]	17
O=C(Nc1cccc(Cl)c1)c1c(NC(=O)C(F)(F)F)sc2c1CCCC2	-0.2	19%	-7%	4.7	-7	-8	?	-17%	/
Cc1cccc(NC(=O)c2ccc([N+](=O)[O-])s2)c1C	19	-6%	-5%	-0.9	-2	-13	-21%	-16%	6
Cn1c(CCNC(=O)c2ccc(Cl)cc2)n[nH]c1=S	0.0	0%	10%[57.1 µM]	0.2	-5	1	-9%	-5%[57.1 µM]	10
Cc1cc(C)nc(SC2CCCCC2NS(=O)(=O)c2ccccc2)n1 (stereo unspecified)	-0.6	12%	-7%	-0.6	5	-2	-20%	-11%	0
O=C(c1ccccc1)c1sc(N2CCCCCC2)nc1-c1ccccc1	-0.6	6%	-14%	1.0	9	-1	1%	17%[57.1 µM]	12
CCOc1cc(/C=C2\SC(=Nc3ccc(CC)cc3)NC2=O)ccc1OCC(=O)O	0.5	1%	-9%	0.7	-19	6	-10%	-11%	-3
S=c1[nH]c2ccc(Cl)cc2s1	0.5	3%	3%[2.29 µM]	-0.4	-1	-8	1%	-13%[57.1 µM]	-7
COc1ccccc1OCC(=O)n1cc(C(=O)c2cc(Cl)cc(Cl)c2O)cn1	0.5	12%	12%	1.0	-8	-1	-8%	19%	-21
CC(NC(=O)CCc1nnc(C2(c3ccc(Cl)cc3)CCC2)o1)C1CC1 (stereo unspecified)	-0.2	3%	0%	-1.5	1	0	-4%	20%	-17

Outcome played no part in choosing rows (roughly 3.9% active in at least one column).
